PfHsp40 yeast: compounds rescuing yeast from Plasmodium falciparum HSP40 toxicity; S. cerevisiae expressing PfHsp40, growth rescue, ATP luminescence; growth rescue, % at 12.5 µM; 340,000 compounds, 0.68% hits; AID 504582; in the data active = growth rescue above about 28%, passing the limit was not always enough; inconclusive = no clear call, values can overlap the other calls;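 also: yeast W303a lacking pdr1 and pdr3 grown in galactose medium; growth measured after three days at 30 °C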
TcdB GH inh: inhibitors of Clostridioides difficile toxin B glycohydrolase; P18177; TcdB glycohydrolase enzymatic assay, plate reader; inhibition, % at 9.99 µM; 350,000 compounds, 0.24% hits; AID 652162; in the data active = inhibition above about 10%
Y pestis TopoI: Y. pestis Topo-I inhibition via cleavage products | Y. pestis Topo-I cleavage product accumulation, plate reader | activity, % at 10 µM | 360,000 compounds, 0.064% hits; in the data active = activity above about 50%, passing the limit was not always enough; inconclusive = no clear call, values can overlap the other calls; also: inactives centre near 2
MazEF act: increases E. coli MazEF RNase cleavage of RNA; FAM/BHQ RNA-DNA oligo cleavage fluorescence, 5 h; activation, % at 20 µM; AID 504720; P0AE70; 350,000 compounds, 0.32% hits; in the data active = activation above about 50%
BH1578 lux ind: inducers of Vibrio cholerae quorum light production without autoinducers. V. cholerae BH1578 lux reporter, luminescence, 6 h. activation, % at 18.7 µM. 350,000 compounds, 0.16% hits. AID 588436; in the data active = activation mostly above about 9.7%, no sharp cut-off; inconclusive = no clear call, values can overlap the other calls; inactive = mostly below about 3.7%; also: not every result past the cut was called active; inactives centre near 0; reference of the scale not given here
VHR inh abs: blocks human VHR1 dual specificity phosphatase | AID 1654 | recombinant VHR phosphatase, pNPP absorbance | inhibition, % at 13.3 µM | 290,000 compounds, 0.52% hits; in the data active = inhibition above about 50%; also: some compounds called inactive have numbers as strong as hits
Target sequence (P51452 whole entry, looked up): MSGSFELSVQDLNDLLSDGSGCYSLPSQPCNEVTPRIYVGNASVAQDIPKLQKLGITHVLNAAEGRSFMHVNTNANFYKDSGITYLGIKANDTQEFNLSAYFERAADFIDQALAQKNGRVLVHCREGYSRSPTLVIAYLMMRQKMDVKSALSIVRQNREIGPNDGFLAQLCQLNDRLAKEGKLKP
3CLpro inhibitor: SARS-CoV 3CLpro protease inhibition; P0C6X7; recombinant SARS-CoV 3CLpro, quenched FRET peptide cleavage; inhibition, % at 6 µM; 290,000 compounds, 0.14% hits; in the data active = inhibition above about 12%
Anthrax LF prot: inhibitors of Bacillus anthracis lethal factor protease; P15917; multiplex microsphere protease cleavage assay, LF; inhibition, % at 10 µM; 360,000 compounds, 0.12% hits; AID 588501; in the data active = inhibition above about 30%; inconclusive = no clear call, values can overlap the other calls; also: plate controls were buffer without enzyme for full effect and enzyme alone for no effect
Target sequence (P15917 whole entry, looked up): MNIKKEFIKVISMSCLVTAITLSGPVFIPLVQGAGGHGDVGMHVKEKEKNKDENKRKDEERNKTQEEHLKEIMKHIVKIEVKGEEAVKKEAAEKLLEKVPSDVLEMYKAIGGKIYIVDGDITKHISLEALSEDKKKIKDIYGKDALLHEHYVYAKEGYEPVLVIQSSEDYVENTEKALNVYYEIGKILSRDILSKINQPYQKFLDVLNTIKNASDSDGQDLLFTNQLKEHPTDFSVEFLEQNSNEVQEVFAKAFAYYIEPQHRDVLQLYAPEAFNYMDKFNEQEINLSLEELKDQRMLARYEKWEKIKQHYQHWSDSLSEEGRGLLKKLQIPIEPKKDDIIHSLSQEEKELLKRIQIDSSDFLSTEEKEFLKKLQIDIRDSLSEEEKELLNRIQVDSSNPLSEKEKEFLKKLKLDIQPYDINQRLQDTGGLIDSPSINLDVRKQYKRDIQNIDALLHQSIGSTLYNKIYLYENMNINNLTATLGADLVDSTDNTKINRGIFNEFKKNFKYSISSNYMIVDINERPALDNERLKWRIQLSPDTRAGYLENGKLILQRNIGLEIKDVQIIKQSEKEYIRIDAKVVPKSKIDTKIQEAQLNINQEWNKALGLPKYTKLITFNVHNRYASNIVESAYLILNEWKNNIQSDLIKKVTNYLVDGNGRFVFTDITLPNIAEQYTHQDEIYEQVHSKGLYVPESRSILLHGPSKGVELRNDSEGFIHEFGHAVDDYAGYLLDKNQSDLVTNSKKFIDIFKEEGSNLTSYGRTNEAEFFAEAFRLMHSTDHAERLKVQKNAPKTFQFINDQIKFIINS
SSB-PriA inh: blocks PriA binding to SSB C-terminal tail; AlphaScreen SSBct-PriA binding, biotinylated peptide; inhibition, % at 33 µM; 430,000 compounds, 0.6% hits; in the data active = inhibition mostly above about 37%, no sharp cut-off; inactive = mostly below about 20%;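 also: plate controls were negative control peptide for no effect and reference peptide for full effect; strong numbers were not always called active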
Rv3671c inh: Rv3671c (M. tuberculosis) protease inhibition | P9WHR9 | inhibition, % at 5.96 µM | 320,000 compounds, 0.048% hits | AID 2606; in the data active = inhibition above about 38%;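 also: extracellular domain of Rv3671c used as enzyme; 0% = enzyme with DMSO and 100% = no enzyme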
The depositor's hits bear a star; i = inactive; u = inconclusive; x = no result given. An excerpt, so the mix of outcomes need not match the whole.

entry	structure	PfHsp40 yeast	TcdB GH inh	Y pestis TopoI	MazEF act	BH1578 lux ind
1	Cc1c(NC(=O)c2ccc(NS(=O)(=O)c3cccc([N+](=O)[O-])c3)cc2)c(=O)n(-c2ccccc2)n1C	-1.4	2.7	-2	-3	-0.7
2	Cc1cc(F)ccc1NC(=O)c1cnccn1	0.0	1.7	7	1	i
3	O=C(COC(=O)c1cncc(Br)c1)NCC1CCCO1 (centres undefined)	-0.5	x	-1	1	i
4	CC1CCN(CCn2c(=S)[nH]c3cc4c(cc3c2=O)OCO4)CC1	-2.4	-1.0	0	4	2.3
5	O=C1CC(C(=O)NCc2ccccc2)N=C(N2CCCCC2)N1 (centres undefined)	0.1	x	4	5	-0.3
6	CS(=O)(=O)N1CCN(Cc2ccc(C(F)(F)F)cc2)CC1	2.1	x	3	7	1.6
7	O=C(CCCN1C(=O)/C(=C/c2cccs2)SC1=S)NNC(=O)c1ccncc1	0.2	1.2	12	-1	-0.3
8	NC1=NC(c2cn[nH]c2-c2ccc(F)cc2)n2c(nc3ccccc32)N1 (centres undefined)	x	-0.9	x	x	x
9	CCCCn1c(-c2ccco2)n[nH]c1=S	-1.4	x	-3	0	-0.4
10	O=C(Cc1cccs1)NCc1ccc(F)cc1	-1.0	x	0	6	2.9

entry	VHR inh abs	3CLpro inhibitor	Anthrax LF prot	SSB-PriA inh	Rv3671c inh
1	x	x	-4	4	x
2	-8	1	0	5	2
3	12	4	-6	-2	7
4	-8	1	-2	-3	5
5	-16	-1	-1	-9	-2
6	12	3	0	-15	0
7	24	1	0	-7	-21
8	32	1	x	x	-10
9	4	-4	1	1	7
10	21	-3	-3	0	2

The list continues:
entry	structure	PfHsp40 yeast	TcdB GH inh	Y pestis TopoI	MazEF act	BH1578 lux ind
11	O=C(Nc1nc2ccc(Cl)cc2s1)C1CC1	1.5	0.5	0	2	-0.7
12	C=CCSc1nc(C)c(CC(=O)OCCCC)c(=O)[nH]1	-0.9	x	-1	0	2.4
13	CCOc1ccc(C(C)=O)cc1CSc1nnc(-c2cccs2)n1CC1CCCO1 (centres undefined)	-0.7	x	20	-1	-5.9
14	COc1cnc(-c2ccccn2)nc1Sc1ccc(C)cc1	359*	1.9	2	17	i
15	CCn1c(SCC(=O)c2ccc(Br)cc2)nnc1C(C)NC(=O)Cc1ccc(OC)cc1 (centres undefined)	-0.6	x	9	1	-0.2
16	O=C1C(Cl)=C(N2CCOCC2)C(=O)N1c1ccccc1F	1.0	1.1	-3	0	i
17	Cc1ccc(C2=NS(=O)(=O)N(C)C(C(=O)N3CCOCC3)=C2)cc1	-0.3	3.8	0	0	-0.2
18	COC(=O)C1=C(c2ccc(F)cc2F)C[C@@H]2CC[C@H]1N2C(=O)NCCNC(C)=O	-1.4	x	3	-1	-1.2
19	COC(=O)c1ccccc1C(=O)N(Cc1cccnc1)CC1CCCN(C2CCCCC2)C1 (centres undefined)	0.5	0.8	-2	-19	-0.4
20	O=C(NCc1ccccc1Cl)C1CCCN1S(=O)(=O)c1ccccc1F (centres undefined)	1.5	0.1	-6	-39	-0.5

entry	VHR inh abs	3CLpro inhibitor	Anthrax LF prot	SSB-PriA inh	Rv3671c inh
11	x	x	16	7	-6
12	12	-4	7	-4	9
13	11	-7	1	2	9
14	5	3	-6	-7	-6
15	4	5	-10	-28	4
16	70	-3	-5	-7	2
17	13	-5	-2	-7	1
18	x	x	-3	-21	2
19	47	1	0	5	-1
20	-11	2	-1	6	2

Next structures
entry	structure	PfHsp40 yeast	TcdB GH inh	Y pestis TopoI	MazEF act	BH1578 lux ind
21	COc1ccc(OC)c(NS(=O)(=O)c2ccc3c(c2)C(C)(C)C(=O)N3C)c1	-1.7	x	-6	-8	i
22	Cc1ccc(-c2nc(CS(=O)(=O)CC(=O)N3CCc4ccccc4C3)c(C)o2)cc1	-1.0	-0.8	18	2	-0.4
23	COc1ccc(OC)c(C2c3c(oc4ccccc4c3=O)C(=O)N2CCCN(C)C)c1 (centres undefined)	0.4	x	0	0	4.0
24	CSCCC(NS(=O)(=O)c1ccc(Cl)cc1)C(=O)OCC(=O)c1ccc(F)cc1 (centres undefined)	2.2	x	2	-3	1.2
25	CC(Sc1ncnc2sc(-c3ccccc3)cc12)C(=O)NCC1CCCO1 (centres undefined)	-1.4	1.6	28	-4	i
26	CCOC(=O)c1cnc2ccccc2c1NCCO	3.8	x	-4	1	i
27	CCOC(=O)COc1ccccc1/C=C1/NC(=O)NC1=O	2.7	0.9	0	3	-0.3
28	CCOc1ccccc1N(CC(=O)NC1CCCCC1)S(=O)(=O)c1ccccc1	-0.4	0.1	-3	6	-0.3
29	O=C(N/C(=C/c1cccnc1)C(=O)N1CCOCC1)c1ccccc1Cl	-1.7	-0.6	4	7	-0.4
30	CCN(CC)Cc1c(C(=O)N/N=C/c2cccs2)nnn1-c1nonc1N	-3.3	-1.5	-3	-16	i

entry	VHR inh abs	3CLpro inhibitor	Anthrax LF prot	SSB-PriA inh	Rv3671c inh
21	25	3	-3	3	7
22	15	-1	-2	-11	3
23	0	-3	-3	-2	-7
24	-3	5	0	-5	0
25	x	x	6	-1	-17
26	24	-1	-1	7	-1
27	-5	-1	2	-4	-2
28	6	-3	-3	-4	4
29	13	-7	-10	-12	4
30	-52	1	-5	x	1

Other entries
entry	structure	PfHsp40 yeast	TcdB GH inh	Y pestis TopoI	MazEF act	BH1578 lux ind
31	COC(=O)CCC(=O)N1CCc2cc(S(=O)(=O)N3CCN(c4ccccc4Cl)CC3)ccc21	1.8	x	26	6	-0.5
32	O=C(OCC(=O)N1CCCC1)c1cc([N+](=O)[O-])ccc1Cl	0.2	-0.6	-8	-3	-0.9
33	Cc1c(Cl)cccc1N1C(=O)NC(=O)/C(=C\c2cc(C)n(-c3cccc(C(=O)O)c3C)c2C)C1=O	-0.6	1.7	5	-57	-0.7
34	Cc1cc(C(=O)NC2CCCc3c2cnn3-c2ccccc2F)nc(C)n1 (centres undefined)	0.9	-6.5	-3	2	i
35	N#Cc1sc2nc(-c3cccs3)cc(-c3ccc(F)cc3)c2c1N	1.8	x	6	-6	-0.4
36	CCOC(=O)COc1ccc2c(c1)c(C(C)=O)c(C)n2-c1ccc(OC)cc1	-0.2	1.2	4	-1	i
37	O=C(c1cccc(F)c1)N1CCN(C(=O)c2cc3nc(-c4ccco4)cc(C(F)(F)F)n3n2)CC1	0.1	1.5	11	-1	i
38	Cc1cc(C(=O)N/N=C/C(Cl)=C/c2ccccc2)c(C)o1	1.1	2.4	0	5	-0.2
39	COc1ccc2cc(C[C@@H]3CC[C@@H](CO)O3)ccc2c1	-0.5	0.3	9	9	i
40	CC(C)CN1CCC(=O)N(CCC#N)CC1	-0.8	0.9	1	5	0.5

entry	VHR inh abs	3CLpro inhibitor	Anthrax LF prot	SSB-PriA inh	Rv3671c inh
31	34	0	-7	-1	x
32	17	1	0	-2	-9
33	9	3	x	0	-5
34	0	5	-4	-15	-11
35	-10	2	2	-21	-1
36	4	0	0	-13	-1
37	1	-3	-3	4	-2
38	26	3	u	i	2
39	x	x	1	-10	x
40	24	-1	3	-8	-6

Reprinted, entries 33–40
entry	structure	PfHsp40 yeast	TcdB GH inh	Y pestis TopoI	MazEF act	BH1578 lux ind
33	Cc1c(Cl)cccc1N1C(=O)NC(=O)/C(=C\c2cc(C)n(-c3cccc(C(=O)O)c3C)c2C)C1=O	-0.6	1.7	5	-57	-0.7
34	Cc1cc(C(=O)NC2CCCc3c2cnn3-c2ccccc2F)nc(C)n1 (centres undefined)	0.9	-6.5	-3	2	i
35	N#Cc1sc2nc(-c3cccs3)cc(-c3ccc(F)cc3)c2c1N	1.8	x	6	-6	-0.4
36	CCOC(=O)COc1ccc2c(c1)c(C(C)=O)c(C)n2-c1ccc(OC)cc1	-0.2	1.2	4	-1	i
37	O=C(c1cccc(F)c1)N1CCN(C(=O)c2cc3nc(-c4ccco4)cc(C(F)(F)F)n3n2)CC1	0.1	1.5	11	-1	i
38	Cc1cc(C(=O)N/N=C/C(Cl)=C/c2ccccc2)c(C)o1	1.1	2.4	0	5	-0.2
39	COc1ccc2cc(C[C@@H]3CC[C@@H](CO)O3)ccc2c1	-0.5	0.3	9	9	i
40	CC(C)CN1CCC(=O)N(CCC#N)CC1	-0.8	0.9	1	5	0.5

entry	VHR inh abs	3CLpro inhibitor	Anthrax LF prot	SSB-PriA inh	Rv3671c inh
33	9	3	x	0	-5
34	0	5	-4	-15	-11
35	-10	2	2	-21	-1
36	4	0	0	-13	-1
37	1	-3	-3	4	-2
38	26	3	u	i	2
39	x	x	1	-10	x
40	24	-1	3	-8	-6

(cont.)
entry	structure	PfHsp40 yeast	TcdB GH inh	Y pestis TopoI	MazEF act	BH1578 lux ind
41	N#Cc1ccc(-c2nc3ccc(Br)cc3c(=O)n2O)cc1	6.8	1.2	-9	0	i
42	O=C(Cc1c(F)cccc1Cl)NNC(=O)c1ccncc1	-0.4	0.6	4	6	i
43	CC(=O)c1ccc(NC(=S)NC(=O)/C=C/c2ccc(F)cc2)cc1	-1.0	0.8	2	-15	i
44	CC(=O)c1ccc(NC(=S)N2CCN(c3cccc(Cl)c3)CC2)cc1	-0.1	0.9	-6	-4	-1.8
45	OC(c1ccc(F)cc1)c1nc(-c2cccc(F)c2)cs1 (centres undefined)	x	-2.9	8	x	i
46	CCOC(=O)/C(C#N)=C/c1c(N2CCN(c3ccc(OC)cc3)CC2)nc2c(C)cccn2c1=O	-0.3	-0.5	28	-15	-1.1
47	O=C(CCn1c(=O)c2cccn2c2cccnc21)NCc1cccc(Cl)c1	5.6	0.9	14	-3	2.2
48	CCCCCC(=O)Nc1ccc(C(=O)CN2C(=O)NC3(CCCCCC3)C2=O)cc1	-1.2	1.0	20	2	-2.3
49	c1ccc(N2CCN(Cc3cn4cccnc4n3)CC2)cc1	-2.2	-0.6	-13	17	i
50	Cc1ccc(C(=O)NNC2=NC(C)(C)Cc3ccccc32)cc1	-2.2	2.5	2	5	i
51	COC(=O)C1=C(c2ccc(OC(F)(F)F)cc2)C[C@@H]2CC[C@H]1N2C(=O)NCCOc1ccccc1	6.6	2.1	3	-2	-0.3

entry	VHR inh abs	3CLpro inhibitor	Anthrax LF prot	SSB-PriA inh	Rv3671c inh
41	20	3	-1	3	12
42	x	x	-10	-2	0
43	6	4	1	4	-15
44	25	0	-1	-11	6
45	x	x	1	x	x
46	16	-1	-7	21	x
47	-27	-1	0	-16	8
48	x	x	-1	-4	-5
49	13	-4	4	-7	2
50	2	-1	-9	-6	5
51	x	x	5	-1	2
